UDG counter = Primary qHTS assay for inhibitors of Activation Induced Cytidine Deaminase (AID): UDG Counterscreen signal; FRET deamination/UDG coupled assay, UDG read, 4 h; Potency, µM (doses to about 115 µM), without a hit: at the highest dose activity change, negative = inhibition, hits mostly inhibitors; AID 1347430, 2020; Uracil-DNA glycosylase; actives 0.14% (n = 91,000); further: nearly all actives have a fitted effect of over 65% in size
AID inhibitor = Primary qHTS assay for inhibitors of Activation Induced Cytidine Deaminase (AID): AID signal. Potency, µM (doses to about 115 µM), inactives show at the highest dose activity change, negative = inhibition, actives largely listed as inhibitors. AID deamination FRET fluorescence, UDG-coupled, 4 h. actives 0.32% (n = 91,000). AID 1347428, 2020. Single-stranded DNA cytosine deaminase (Homo sapiens), Q9GZX7; further: nearly all actives have a fitted effect of over 25% in size
Target sequence (Q9GZX7 whole entry, looked up): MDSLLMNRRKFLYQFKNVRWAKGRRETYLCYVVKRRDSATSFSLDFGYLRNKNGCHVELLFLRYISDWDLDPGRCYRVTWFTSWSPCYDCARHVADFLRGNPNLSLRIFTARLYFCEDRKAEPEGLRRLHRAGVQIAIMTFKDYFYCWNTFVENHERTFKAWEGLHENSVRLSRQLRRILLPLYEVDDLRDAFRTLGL
An asterisk follows results filed as active; ? = inconclusive; [ ] = dose if it differs, or a comment. The call rests on the fitted dose curve; in most records, active means well fitted curve in the direction sought with a large enough effect; inconclusive means small, poorly fitted or top-dose-only effect, or another doubt; inactive means no such curve, though single readings can be large; an effect the other way counts as inactive or inconclusive. On the % scale 0 is the no-effect control and ±100 the full control effect; potency means the concentration at half of the fitted maximal effect. The list is partial; the hit share may differ from the screen's.

No.	structure	UDG counter	AID inhibitor
1	Cc1ccccc1CNC(=O)c1cc(-c2ccncc2)nc2ccccc12	4%	2%
2	Cc1cccc(CCNC(=O)Cn2ncc3c(=O)oc4ccccc4c32)c1	-4%	8%
3	Nc1nccnc1C(=O)NCC1(c2ccccc2)CCC1	0%	-7%
4	COCCNC(=O)c1c(NC(=O)Cc2coc3cc(C)ccc23)sc2c1CCCC2	-11%	14%
5	COc1cc(/C=N/O)cc(I)c1OC	0%	2%
6	CC(C)CC(=O)N1CCC(N2CCN(C)CC2)CC1	2%	11%
7	CCNS(=O)(=O)c1ccc(C)c(C(=O)Nc2cccc3c2CCCC3)c1	3%	-2%
8	Cc1ccc2[nH]c(=S)nc(-c3ccccc3)c2c1	-5%	-5%
9	CCCn1c2ccc(F)cc2c2n[nH]c(=S)nc21	5%	3%
10	Cc1ccc(-c2nc(C#N)c(NCCCN(C)C)o2)cc1	1%	4%
11	COC(=O)c1cccc(Nc2c(-c3ccc(O)c(OC)c3)nc3nc[nH]n23)c1	0%	206%[activator]
12	CN1CCCC1CNC(=O)c1cc2ccccc2o1 (configuration not stated)	2%	5%
13	COc1ccccc1CNC(=O)CSc1ncc2c(n1)-c1ccccc1N(Cc1ccc(C)cc1)S2(=O)=O	-13%	24%
14	O=C(COc1ccccc1)NC12CC3CC(CC(C3)C1)C2	7%	4%
15	COc1ccc(C(=O)N(C)Cc2cc(Br)ccc2OC)cc1F	-5%	-4%

No.	structure	UDG counter	AID inhibitor
16	COc1ccc(NC(=O)CCS(=O)(=O)c2cc(Br)cc3c2N(C(C)=O)CC3)c(OC)c1	-7%	-4%
17	COCCn1c(-n2nc(C)c(C)c2C)nc2c1c(=O)n(Cc1ccccc1C)c(=O)n2C	6%	-6%
18	Cc1ccc(CN2C(=O)CN(C3CCCCCC3)C(=O)C2c2ccc(F)cc2)cc1 (configuration not stated)	-5%[57.5 µM]	14%
19	O=C(Nc1ccc(Cl)cc1C(F)(F)F)c1ccc(Cl)c(Cl)c1	8%	0%
20	COc1ccc(CNC(=O)Cc2csc3ccccc23)cc1OC	-8%	2%
21	CCOC(=O)C1CCN(C(=O)Cn2ncc3c4ccccc4n(Cc4ccccc4F)c3c2=O)CC1	1%	-3%
22	CC(C)(C)c1ccc(C(=O)Nc2cc(C(F)(F)F)ccc2F)cc1	4%	-4%
23	CC(=O)c1ccc(NC(=O)Cn2nc(-c3ccccc3)cc(NC(=O)C(C)C)c2=O)cc1	-2%	-19%
24	CCC1=C(c2ccc(C)cc2)S(=O)(=O)N=C1N1CCC(C(=O)Nc2ccccc2F)CC1	-10%	-2%
25	CC(NCc1cccs1)c1ccccc1 (configuration not stated)	-2%	-1%
26	O=C(c1cc(-c2ccc(Cl)cc2)nc2ccccc12)N1CCC1	-5%	?
27	CCOc1ccc(-n2c(Cc3ccccc3)nnc2SCc2nc(-c3ccccc3OC)no2)cc1	-19%	?
28	O=C(O)CNCc1cccnc1	-3%	17%
29	COc1cccc(CNC(=O)Cn2nc3c(cc2=O)CCCC3)c1OC	4%	2%
30	Cc1cc(C)cc(NC(=S)NCCC(c2ccccc2)c2ccccc2)c1	13%	6%

No.	structure	UDG counter	AID inhibitor
31	CCCCCCCCS(=O)CC(O)CCl (configuration not stated)	-13%	-11%
32	Cc1ccc(CCNC(=O)c2cc3c(s2)CSC3)cc1	3%	28%
33	COc1cccc(NC(=O)C(=O)NCCc2csc3nc(-c4ccccc4C)nn23)c1	28%	4%
34	N#Cc1nc(-c2ccco2)oc1N1CCN(CC(=O)N(c2ccccc2)C2CCS(=O)(=O)C2)CC1 (configuration not stated)	-11%	-8%
35	Cc1[nH]c2ccccc2c1C(=O)CN1C(=O)CC2(CCCCC2)C1=O	1%	-6%
36	CCOc1ccc(-n2c(=O)c3c4c(sc3n(Cc3cc(=O)n5cc(Cl)ccc5n3)c2=O)CCC4)cc1	-8%[57.5 µM]	7%
37	CCN1CCSc2ccc(C(=O)NCc3cccc(F)c3)cc21	-9%	?
38	Cc1ccc(C(=O)COC(=O)CCCC(=O)Nc2cc(C(F)(F)F)ccc2Cl)cc1C	4%	18%
39	CN(C)C(=O)C1CC1c1ccc(Br)cc1 (configuration not stated)	-3%	-13%
40	C=CCc1c(O)ccc2oc(-c3ccccc3)cc(=O)c12	-14%	-18%
41	O=C(NCc1nc2ccccc2[nH]1)c1ccc2n[nH]nc2c1	2%	4%
42	COc1ccc(OC)c(NC(=O)CSc2nc3ccccc3nc2N2CCCCC2)c1	?	-18%
43	Cc1ccc(N2CCN(c3ncnc4onc(-c5ccc(F)cc5)c34)CC2)c(C)c1	15%	0%
44	O=C(CCCC(=O)OCC(=O)c1ccc(Br)cc1)OCC(=O)c1ccc(Br)cc1	2%	26%
45	Cc1ccc(C)c(N(C)C(=O)CCNC(=O)Cn2cnc3ccccc3c2=O)c1	-2%	4%

No.	structure	UDG counter	AID inhibitor
46	COc1cccc(C(=O)Nc2ccccc2-c2nc(-c3ccc(C)cc3)no2)c1	?	-2%
47	COC(=O)CNC(=O)C12CC3CC(C)(CC(C)(C3)C1)C2	3%	-1%
48	NC(=O)CNS(=O)(=O)c1ccc(C(=O)O)cc1	5%	-1%
49	Fc1cc(CSc2nncn2C2CC2)c2ncccc2c1	8%	-7%
50	COc1ccc(N2CCN(C(CNC(=O)CC(C)C)c3ccc4c(c3)OCO4)CC2)cc1 (configuration not stated)	-5%	-1%
51	COCCn1cnc2c1c(=O)n(CC(=O)Nc1ccc(C(N)=O)cc1)c(=O)n2Cc1ccccc1	-5%	-8%
52	Cc1ccc(C(=O)CSc2nc3cc(C(=O)NC4CCCC4)ccc3c(=O)n2CC2CCCO2)cc1 (configuration not stated)	4%	8%
53	O=C(CCc1ncc(-c2ccccc2F)o1)NCCCN1CCOCC1	-9%	0%
54	CCOC(=O)c1c(C)sc(-c2c(-c3cc(C)ccc3C)[nH]c3c2c(=O)[nH]c(=O)n3C)c1O	6%	-1%
55	Cc1cc(=O)n(CC(=O)Nc2ccc([N+](=O)[O-])cc2)c(-n2nc(C)cc2C)n1	-23%	-22%
56	Cc1ccc(CN2CCSc3ccc(C(=O)Nc4ccc(Cl)cc4)cc32)cc1	1%	-6%
57	Cc1ccc(S(=O)(=O)/C(C#N)=C\c2ccc(OCCC(C)C)cc2)cc1	-9%	-7%
58	O=C(Nc1ccc(-c2nc3ccccc3s2)c(O)c1)c1ccc(Br)cc1	-13%	14%
59	COc1cccc(CNC(=O)CCNS(=O)(=O)c2cccc3nsnc23)c1	1%	-16%
60	Cn1cc(S(=O)(=O)c2cccc(Cl)c2)c(=O)c2cc(F)c(N3CCN(c4ccc(F)cc4)CC3)cc21	-5%	10%

No.	structure	UDG counter	AID inhibitor
61	N#C/C(=C/c1ccc(OCc2ccc3ccccc3c2)cc1)c1nc2ccccc2[nH]1	-1%	5%
62	CC(C)=C1CC[C@H](C)[C@](C)(COc2ccc3ccc(=O)oc3c2)[C@H]1CCC(=O)O	-9%	-28%
63	Cc1ccc(S(=O)(=O)N2CCN(C(=O)CNc3ccc(C)cc3Br)CC2)cc1	-2%	-7%
64	Cc1cc(C)cc(NC(=O)N2CCC(N3CCCCC3)CC2)c1	-17%[57.5 µM]	-10%
65	Cc1cc2oc(=O)cc(CN3CCOC(C)C3)c2cc1Cl (configuration not stated)	-3%	-1%
66	CCOc1ccc(-n2c(-c3ccc(C)cc3)nc3c(cnn3-c3ccccc3)c2=O)cc1	-12%[57.5 µM]	?
67	CCc1ccc(CN(C)CC(=O)Nc2ccc(C(F)(F)F)cc2)cc1	0%	-2%
68	S=C(NCCCCCCNC(=S)Nc1cccc(Cl)c1)Nc1cccc(Cl)c1	-5%	-9%
69	COc1ccc(-n2c(C)nc3cc(C(=O)NC4CCCC4)ccc32)cc1	-1%	-27%
70	COc1ccc(C(=O)COC(=O)COc2ccc(F)cc2Cl)cc1OC	-2%	10%
71	COC(=O)C1=C(C)N(C)C(C)=C(C(=O)OC)C1c1ccc(C)s1	-13%	-13%
72	Oc1c(C(c2cccs2)N2CCCC2)sc2nc(-c3ccco3)nn12 (configuration not stated)	31%[activator]	-4%
73	NCCC(=O)Nc1cccc2ccccc12	-5%	-2%
74	CC(=O)Nc1ccccc1OCc1cc(C)cc(C)c1	-1%	-2%
75	CCCCN(C)Cc1cccc(OC)c1OC	-6%	-5%

By substructure, the entries above containing a furan ring, fused or not.
No.	structure	UDG counter	AID inhibitor
4	COCCNC(=O)c1c(NC(=O)Cc2coc3cc(C)ccc23)sc2c1CCCC2	-11%	14%
12	CN1CCCC1CNC(=O)c1cc2ccccc2o1 (configuration not stated)	2%	5%
34	N#Cc1nc(-c2ccco2)oc1N1CCN(CC(=O)N(c2ccccc2)C2CCS(=O)(=O)C2)CC1 (configuration not stated)	-11%	-8%
72	Oc1c(C(c2cccs2)N2CCCC2)sc2nc(-c3ccco3)nn12 (configuration not stated)	31%[activator]	-4%

(next part)
No.	structure	UDG counter	AID inhibitor
76	CCCc1nc2ccccc2n2c(-c3ccccc3)c3c(=O)n(C)c(=O)n(C)c3c12	-3%	?
77	N#C/C(=C\c1cccc(OC(=O)c2ccc(Cl)cc2Cl)c1)C(=O)Nc1cccc(C(F)(F)F)c1	6%	-4%
78	Cc1nc2c(C(=O)NCc3ccccc3)c[nH]n2c(=O)c1Cc1ccccc1Cl	-4%	89µM*
79	Cc1ccsc1C(=O)NCc1ccccn1	3%	9%
80	Fc1ccc(/C=N/Nc2cc(C(F)(F)F)ccc2Cl)cc1	1%	-11%
81	Cc1cc(NC(=O)CSc2nc(-c3cccc(F)c3)nc3c2c(=O)n(C)c(=O)n3C)no1	5%	-6%
82	CCOc1ccc(C2c3c(oc4ccccc4c3=O)C(=O)N2c2nnc(C)s2)cc1OC (configuration not stated)	15%[57.5 µM]	47%[activator][57.5 µM]
83	Cc1cc(Cl)ccc1NC(=O)c1cccc(NC(=O)N2CCSc3ncccc32)c1	-26%	-16%
84	COc1cccc(CNC(=O)C2CCCN(c3nn4cc(-c5ccc(C)cc5)nc4s3)C2)c1 (configuration not stated)	-22%	-5%
85	CC(=O)c1cccc(NC(=O)CC2C=CCC2)c1 (configuration not stated)	0%	6%
86	CC(c1ccccc1)N(C)CC(=O)NC1(C#N)CCCC1 (configuration not stated)	1%	-9%
87	CSC(C)C(=O)NC(C)C1CCCO1 (configuration not stated)	6%	3%
88	CSc1ccc(C(C)NC(=O)c2ccccc2Br)cc1 (configuration not stated)	1%	-9%
89	COc1ccc(-n2c(SCc3ccccc3F)nc3c([nH]c4ccccc43)c2=O)cc1	-5%	-1%
90	O=C(Nc1ccc2oc(-c3cccnc3)nc2c1)c1ccc(-c2ccc(Cl)cc2)o1	0%	19%

No.	structure	UDG counter	AID inhibitor
91	CC(C)c1noc(COc2ccc(C(=O)NC3CC3)cc2)n1	-8%	4%
92	O=C(Oc1ccccc1)c1ccccc1O	7%	0%
93	COc1cc(OC)c2c(C)c(CC(=O)Nc3ccc(F)cc3)c(=O)oc2c1	1%	6%
94	CCC1CCCCN1CCCNC(=O)c1ccc2c(c1)c(C)c(C)n2CC (configuration not stated)	-7%	-9%
95	CCOC(=O)c1nc(N(C)c2cc(C)ccc2C)c2ccccc2n1	-1%	-14%
96	CN1CCN(C2Cc3ccccc3Sc3ccc(Cl)cc32)CC1 (configuration not stated)	-10%	-23%
97	COCCC(C)NC(=O)Nc1ccc(C#N)cc1 (configuration not stated)	2%	0%
98	Cc1c(NS(=O)(=O)c2cccc(C(=O)O)c2)c(=O)n(-c2ccccc2)n1C	-3%[57.5 µM]	12%[57.5 µM]
99	Cc1ccoc1C(=O)NCc1cccc(C(F)(F)F)c1	1%	-6%
100	CN(C)c1ccc(/C=N/NC(=O)c2ccc3ccccc3c2)cc1	1%	0%
101	CCCOc1ccc(-c2nc(C#N)c(N3CCN(C)CC3)o2)cc1	-14%	-18%
102	O=C(NCCCNc1ccccc1)NCCc1ccccn1	-4%	6%
103	Cc1ccc(OCCn2nnc3sc4c(c3c2=O)CCC(C(C)(C)C)C4)cc1 (configuration not stated)	-28%	-18%
104	COc1ccc(-c2nn(-c3ccccc3)cc2C2=NN(S(C)(=O)=O)C(c3cccs3)C2)cc1 (configuration not stated)	0%	-9%
105	O=C(COC(=O)c1ccc2c(=O)n3c(nc2c1)CCC3)NC(=O)NCc1ccccc1	-5%	-11%

No.	structure	UDG counter	AID inhibitor
106	O=C(COC(=O)c1c[nH]c2ccccc12)NC(c1ccccc1)c1ccccc1	1%	-7%
107	O=C(Nc1ccc(Cl)cc1)C1CCCN(S(=O)(=O)c2ccc3[nH]c(=O)ccc3c2)C1 (configuration not stated)	2%	5%
108	COC(=O)c1cc(-c2ccc(OC)c(OC)c2)nc2ccccc12	?	-7%
109	O=C(NCc1ccc(Cl)cc1)C1CCCN(c2ncnc3onc(-c4ccc(F)cc4)c23)C1 (configuration not stated)	-6%	?
110	CCN(CC)Cc1ccccc1CNC(=O)c1nn(C)c(=O)c2ccccc12	-1%	-10%
111	COc1ccc(CNC(=O)CN(c2ccc(OC)cc2)S(=O)(=O)c2c(C)[nH]c(=O)[nH]c2=O)cc1	1%[57.5 µM]	-6%[57.5 µM]
112	CCCNC(=O)CCc1c[nH]c2ccccc12	2%	6%

Random excerpt: four compounds from above, in no set order.
No.	structure	UDG counter	AID inhibitor
112	CCCNC(=O)CCc1c[nH]c2ccccc12	2%	6%
106	O=C(COC(=O)c1c[nH]c2ccccc12)NC(c1ccccc1)c1ccccc1	1%	-7%
108	COC(=O)c1cc(-c2ccc(OC)c(OC)c2)nc2ccccc12	?	-7%
109	O=C(NCc1ccc(Cl)cc1)C1CCCN(c2ncnc3onc(-c4ccc(F)cc4)c23)C1 (configuration not stated)	-6%	?
